Arrestin-AP2 inh – human beta-arrestin and AP2 interaction inhibition | FITC-arrestin peptide / GST-AP2 beads, flow cytometry; AP2 beta2 appendage carries R879A mutation | inhibition, % at 10 µM | 340,000 compounds, 0.31% hits | AID 504490;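 active means inhibition above a set limit, near 3 SD of compounds lacking own fluorescence, cut at about 54% in these data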;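 further: plate controls were DMSO wells for no effect and 5 µM unlabelled arrestin peptide for full effect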
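Assay system: GST-AP2 R879A bound to glutathione beads, E. coli-expressed; Medium: PBS with 0.05% Tween 20 and 0.1% BSA; Also added: fluorescein-tagged arrestin peptide at 50 nM final; Timing: 12 min plus 1 h, RT; Measured by: flow cytometry, FL1 (488/535 nm); Evaluation: percent drop in bead-associated FITC signal.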
Pemphigus Ab inh – inhibitors of pemphigus antibody binding to human desmoglein-3 | binding (percent of control), % at 10 µM | AID 588358 | 310,000 compounds, 0.48% hits | DSG3-coupled beads, scFv-anti-DSG3-GFP binding, flow cytometry; stronger effect = lower value;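 active means binding more than 3 SD below its plate's average and above zero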; further: some compounds called inactive have numbers as strong as hits
Target sequence (P32926 whole entry, looked up): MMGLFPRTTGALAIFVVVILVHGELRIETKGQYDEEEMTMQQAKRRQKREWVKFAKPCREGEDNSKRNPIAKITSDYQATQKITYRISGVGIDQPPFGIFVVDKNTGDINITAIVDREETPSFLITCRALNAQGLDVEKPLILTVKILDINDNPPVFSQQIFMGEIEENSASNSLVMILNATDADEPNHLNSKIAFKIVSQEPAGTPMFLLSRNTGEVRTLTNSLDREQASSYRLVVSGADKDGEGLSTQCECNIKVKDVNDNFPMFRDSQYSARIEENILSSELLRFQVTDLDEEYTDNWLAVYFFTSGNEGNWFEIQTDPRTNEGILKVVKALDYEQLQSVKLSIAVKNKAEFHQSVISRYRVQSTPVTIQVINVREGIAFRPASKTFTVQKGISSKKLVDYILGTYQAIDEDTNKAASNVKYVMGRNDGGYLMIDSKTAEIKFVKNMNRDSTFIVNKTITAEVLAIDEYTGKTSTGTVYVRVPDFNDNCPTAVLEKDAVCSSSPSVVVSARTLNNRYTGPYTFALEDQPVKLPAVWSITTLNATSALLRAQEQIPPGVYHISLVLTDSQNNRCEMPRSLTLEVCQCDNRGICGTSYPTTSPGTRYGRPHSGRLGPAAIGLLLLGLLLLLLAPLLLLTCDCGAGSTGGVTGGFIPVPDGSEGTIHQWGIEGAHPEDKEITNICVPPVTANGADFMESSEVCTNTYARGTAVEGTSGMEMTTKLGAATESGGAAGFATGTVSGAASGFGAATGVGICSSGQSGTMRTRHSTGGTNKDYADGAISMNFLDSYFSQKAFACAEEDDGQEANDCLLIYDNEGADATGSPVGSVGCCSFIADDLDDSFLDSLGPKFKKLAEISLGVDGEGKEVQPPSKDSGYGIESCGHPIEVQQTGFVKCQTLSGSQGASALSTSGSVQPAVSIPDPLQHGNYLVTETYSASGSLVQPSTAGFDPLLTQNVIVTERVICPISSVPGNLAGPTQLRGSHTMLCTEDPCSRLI
DAGLB inhibitor – diacylglycerol lipase beta (human) inhibition; Q8NCG7; HEK293T DAGLB membrane lysate, EnzChek fluorogenic substrate; inhibition, % at 5.17 µM; 340,000 compounds, 0.059% hits; in the data active means inhibition above about 34%;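 further: 0% = enzyme with vehicle and 100% = wells lacking enzyme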
Keap1 Nrf2 FP – Keap1-Nrf2 (human) interaction inhibition; 340,000 compounds, 0.15% hits; Keap1 Kelch-Nrf2 peptide fluorescence polarization, 1536-well; inhibition, % at 9.4 µM; Q14145; in the data active means inhibition above about 12%;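 further: human Keap1 Kelch domain with fluorescein labeled Nrf2 9mer peptide probe; 0% = neutral control wells and 100% = peptide positive control; higher means more block of Keap1 binding to Nrf2 peptide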
CAL PDZ FP-1 – CAL PDZ (human) peptide binding inhibition; Q9HD26; purified CAL PDZ, TMR-peptide fluorescence polarization, 1 h; inhibition, % at 24.9 µM; 300,000 compounds, 0.92% hits; AID 602252;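 active means mean inhibition of at least 30% with at least half of replicates also reaching 30%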;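 further: 0% = DMSO neutral control and 100% = excess unlabeled competitor peptide PRC23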
LANA DNA inh – inhibitors of KSHV LANA C-terminal domain DNA binding; 340,000 compounds, 0.078% hits; MBP-C-LANA/FAM-LBS DNA binding, fluorescence polarization; AID 504423; inhibition, % at 9 µM;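 active means highest replicate inhibition at or above 60% at 9 µM, even if other replicates fall short; inactive means all replicates below 60% inhibition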;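 further: 0% = neutral control wells and 100% = 4 µM acridine orange control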
CAL PDZ FP-2 – inhibitors of human CAL PDZ peptide binding | purified CAL PDZ, TMR-peptide fluorescence polarization, 1 h | inhibition, % at 20 µM | 330,000 compounds, 0.02% hits | AID 504414;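 active means highest replicate inhibition of at least 40%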;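 further: plate controls were DMSO neutral control wells for no effect and unlabeled competitor peptide control wells for full effect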
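Material – purified CerCALP PDZ construct · Detection – FP readout, S and P plane fluorescence · Measure – percent inhibition from loss of millipolarization · Controls – unlabelled peptide for full inhibition, DMSO wells as neutral · Probe or stimulus – TMR-labelled reporter peptide T*-PRC34 bound in PDZ groove · Times – 1 h at RT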
V-ATPase pHluor – yeast V-ATPase proton transport regulation by pHLuorin; S. cerevisiae, pHLuorin cytosolic pH fluorescence; response, % at 10 µM; 350,000 compounds, 0.37% hits; AID 504577; in the data active means response mostly above about 7.3%, no sharp cut-off; inactive means mostly below about 5.4%; further: actives read high; inactives centre near 0; some compounds called inactive have numbers as strong as hits
NSD2 inh – blocks human histone methyltransferase NSD2 | inhibition, % at 12.5 µM | NSD2 peptide methylation, AlphaScreen, 120 min | 310,000 compounds, 0.54% hits | O96028; in the data active means inhibition above about 50%
RTF Ca sens inh – cardiac RTF calcium desensitization. IANBD-labeled cardiac RTF, Ca2+ fluorescence. 340,000 compounds, 0.12% hits. inhibition, % at 7.15 µM. P19429+P45379;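 active means inhibition above the mean inhibition of all tested compounds plus 3 SD, cut at about 17% in these data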;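 further: assay run at fixed EC70 calcium of 1.6 mM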
Numbers without * were called inactive; · = not tested or not shown. An excerpt; rates above refer to the full screens.

SMILES	Arrestin-AP2 inh	Pemphigus Ab inh	DAGLB inhibitor	Keap1 Nrf2 FP	CAL PDZ FP-1	LANA DNA inh	CAL PDZ FP-2	V-ATPase pHluor	NSD2 inh	RTF Ca sens inh
CCOc1cc(/C=C2\N=C(SC(C)C(N)=O)N(c3ccc(OC(F)F)cc3)C2=O)ccc1O (stereo not given)	11	·	-3	-20	-2	-11	-2.0	-2	-1	-35
COc1ccc(CNc2nc3nc(C)c(Cl)c(C)n3n2)cc1OC	6	102	1	0	-3	0.8	-0.6	-1	-2	-8
CCOc1ccc(NC(=O)C2=C(C)NC(=S)NC2c2ccc(O)c(OC)c2)cc1 (stereo not given)	-6	140	1	1	-3	3.3	-2.6	2	-1	7
CC(NC(=O)NCC1CCCO1)(C(F)(F)F)C(F)(F)F (stereo not given)	21	106	-3	2	4	-3.0	-1.5	-1	0	2
Cc1ccc2c(c1)c(=O)c1c3n2CCN(C(=O)CCl)C3CC1 (stereo not given)	27	92	-1	0	4	1.5	1.0	-2	·	-2
CC1(C(=O)N(CC(=O)NC2CCCC2)C2CCCC2)CC(=O)N=C2C=CC=CN21 (stereo not given)	20	100	1	-5	0	-1.3	·	-4	-12	3
Cn1ncc(Br)c1C(=O)NC1CCCCC1	6	·	-2	7	-2	-0.3	-3.1	3	-4	2
COc1ccc(C2=NOC(CNC(N)=S)C2)cc1 (stereo not given)	-14	97	-2	5	·	0.9	0.0	3	0	7
O=C(Nc1ccccc1)C1CCCN(C(=O)c2ccc(F)cc2)C1 (stereo not given)	30	95	-3	-1	-4	0.5	-0.3	-4	0	6
Cc1cc(OCC(F)(F)C(F)(F)C(F)(F)C(F)(F)C(F)(F)C(F)F)nc(N)n1	-6	96	-6	4	2	3.9	-2.7	4	-3	5
CC(=O)c1ccc(-n2nnnc2SCC(=O)NC2CCCCC2)cc1	6	99	0	-7	-4	-1.4	-3.2	2	-8	-11
COc1ccc(CC(=O)Nc2cccc(C(=O)O)c2C)cc1	12	118	0	-5	-1	-1.7	-1.7	-2	-4	1
Cn1c(=O)cc(OCCCC(=O)Nc2ccccn2)c2ccccc21	-4	95	1	3	-1	0.2	-1.7	1	4	-3
CC(C)c1ccc(-c2nn[nH]n2)cc1	14	93	-2	-2	1	1.2	-3.9	1	-2	3
CCOc1ccc(CCNC(=O)c2cccc(C#N)c2)cc1OCC	41	100	-2	-2	-4	-2.0	-2.2	1	-2	-4
CC(C)(C)c1cc(CCC(=O)NCc2ccccn2)cc(C(C)(C)C)c1O	-1	108	-3	-4	-2	-4.5	-1.6	1	11	-12
CC1(C)[C@H]2CC[C@]1(C)[C@@H](OC(=O)C[N+]1(C)CCOCC1)C2	17	114	-2	-3	-3	-0.3	-0.2	-2	-2	-3
CCc1cc(=O)oc2cc(C)cc(OCC(=O)NCC(O)c3ccccc3)c12 (stereo not given)	-8	101	-1	-3	·	-0.9	-1.3	0	-4	-9
CCCNC(=O)c1ccc(N2CCC3(CC2)CC(c2ccccc2)=NO3)c(NC(=O)c2cccc(C)c2)c1	17	104	-2	0	-1	1.4	-0.3	-3	·	-11
CCOC(=O)c1c(C)[nH]c(C)c1S(=O)(=O)NCC1CCN(Cc2cccc(F)c2)CC1	1	100	0	3	-4	-0.7	-1.1	-4	8	3
CCCCCCCCNCCS(=O)(=O)NCc1ccccc1OC	-2	103	-4	-3	-6	-2.6	0.1	2	·	0
Cc1nc(N2CCN(C(=O)c3ccco3)CC2)[nH]c(=O)c1C	-9	112	-2	-2	·	-0.2	0.0	-3	-1	-4
CCC1(c2ccc(F)cc2)NC(=O)N(CC(=O)NCc2ccc(F)cc2)C1=O (stereo not given)	27	90	-3	-2	-2	-0.9	-0.6	0	-2	-6
O=C(OCC(=O)N1CCN(C(=O)COC(=O)c2ccc(O)cc2O)CC1)c1ccc(O)cc1O	-4	98	-4	-1	-4	0.8	-1.9	3	0	-7
COc1ccc(-n2c(COc3cccc4cccnc34)nnc2SCC(=O)O)cc1	-9	104	0	0	-1	1.0	-8.1	-2	-2	4

Arranged by the number under Arrestin-AP2 inh (low to high): 3 from the list above.
Compound | Arrestin-AP2 inh
Cn1c(=O)cc(OCCCC(=O)Nc2ccccn2)c2ccccc21 | -4
Cn1ncc(Br)c1C(=O)NC1CCCCC1 | 6
CCC1(c2ccc(F)cc2)NC(=O)N(CC(=O)NCc2ccc(F)cc2)C1=O (stereo not given) | 27

Further results
SMILES	Arrestin-AP2 inh	Pemphigus Ab inh	DAGLB inhibitor	Keap1 Nrf2 FP	CAL PDZ FP-1	LANA DNA inh	CAL PDZ FP-2	V-ATPase pHluor	NSD2 inh	RTF Ca sens inh
CC1(C)C2CCC1(C)C(NCC(O)COc1ccc(C#N)cc1)C2 (stereo not given)	-10	103	1	-3	-4	0.7	0.4	3	-4	2
NC1(N)OC(CN2C(=O)c3ccccc3C2=O)CS1 (stereo not given)	17	105	0	-5	2	0.5	-0.1	0	-4	-4
Cc1cc(C)c(C#N)c(N2CCCC(C(N)=O)C2)n1 (stereo not given)	-1	93	-2	3	·	-0.8	-1.5	0	1	-3
O=C(Cc1ccc(Cl)cc1)Nc1ccccn1	37	92	0	0	-1	-0.5	-0.2	0	1	-14
CC(C)CNC(=S)NNC(=O)CC(C)O (stereo not given)	20	101	2	0	77*	0.5	-0.4	0	-3	0
O=C(Nc1cccc(O)c1)c1c(O)c2ccccc2[nH]c1=O	1	102	4	-8	-3	-0.2	-0.6	0	-2	-8
Cc1onc(-c2ccccc2)c1C(=O)N1CCC(C)CC1	6	98	0	-3	-7	-0.3	1.6	8	0	-10
O/N=C/c1ccnc(SCc2ccccc2)n1	6	·	-2	-2	-3	-1.2	-1.1	0	-2	-6
CCN(CC)c1ccc(NC(=O)Nc2cccc3ccccc23)cc1	41	90	-2	-3	-5	-2.1	-6.4	2	-3	-4
CC(NC(=O)c1ccco1)C(c1cccs1)N1CCN(c2ccccc2)CC1 (stereo not given)	-7	91	1	-5	·	-0.1	0.0	-1	·	-7
CCOC(=O)C1=C(c2ccccc2)Nc2ncnn2C1c1cc(OC)cc(OC)c1OC (stereo not given)	-6	99	1	0	-3	4.0	-1.0	-2	0	-10
COc1ccc(CCNC(=O)c2cccc(S(=O)(=O)NC(C)c3ccccc3)c2)cc1 (stereo not given)	-2	112	4	-3	-5	-0.5	0.4	4	-2	-1
O=C(CS(=O)c1ccccc1[N+](=O)[O-])Oc1ccc(Br)cc1 (stereo not given)	27	96	-3	-1	-2	-1.3	-0.3	2	3	4
CN(C)S(=O)(=O)c1ccc(C(=O)NCCN=C2NS(=O)(=O)c3ccccc32)cc1	2	103	-1	-3	2	1.1	-0.6	-1	-4	-17
CCOc1ccc2[nH]c(=O)c(CN(Cc3ccco3)C(=O)c3ccc(Br)cc3)cc2c1	6	110	4	-2	-3	0.7	-0.3	4	-2	3
O=C(Nc1cccc(Cl)c1)Nc1sccc1-c1nc2ccccc2s1	-3	96	·	6	-7	-1.0	-1.8	8	-2	·
CCC(=O)OCC(=O)N=c1sccn1Cc1ccccc1Cl	-7	102	3	-2	3	-1.5	0.5	2	0	-6
O=C(COC(=O)/C=C/c1ccc(Cl)cc1)NC(=O)NCc1ccccc1	-7	93	-2	-6	-1	-0.7	-1.7	3	-1	-3
Cc1cc(=O)oc2cc(OCC(=O)OCC(=O)Nc3c(C)n(C)n(-c4ccccc4)c3=O)ccc12	3	105	-2	1	-4	-0.8	·	0	·	-5
Cc1cccc(Cl)c1NC(=S)N1CCN(c2ccc([N+](=O)[O-])cn2)CC1	16	119	-2	-4	-3	0.1	1.2	-5	3	3
COc1ccccc1C(CNC(=O)c1ccc(NS(=O)(=O)c2ccc(F)c(C)c2)cc1)N1CCCC1 (stereo not given)	-3	140	2	-8	1	-1.0	-2.8	-2	3	1
O=C(O)c1ccc(CSCc2ccccc2)o1	·	105	-1	·	·	·	·	-1	0	·
CCOC(=O)c1c(C)sc2c1N(C(=O)CCl)c1cc(Cl)ccc1S2	10	107	11	-6	0	-1.1	-0.4	-6	-3	7
Cc1c(C#N)c(NC(=O)c2ccccc2)n(Cc2ccccc2)c1C	6	90	-1	-5	-5	-3.2	-0.8	-2	0	-8
COc1ccc2oc(=O)c(-c3ccccc3C(=O)N3CCOCC3)cc2c1	5	104	-1	-3	-5	0.7	-0.7	0	-3	-4
The listing continues.
SMILES	Arrestin-AP2 inh	Pemphigus Ab inh	DAGLB inhibitor	Keap1 Nrf2 FP	CAL PDZ FP-1	LANA DNA inh	CAL PDZ FP-2	V-ATPase pHluor	NSD2 inh	RTF Ca sens inh
O=C(CCCNC(=O)/C(=C\c1ccc(F)cc1)NC(=O)c1ccccc1)OCc1ccccc1	-6	107	1	-5	2	1.4	-0.4	3	-1	-2
COc1cc(NC(=O)/C=C/c2ccccc2[N+](=O)[O-])cc(OC)c1	-14	98	-6	-1	-4	0.0	-0.4	1	-2	4
COc1ccc(CC(=O)N2CCN(c3ccccc3)CC2)cc1	5	101	-1	-5	-2	-0.8	·	-1	1	-5
CCn1ncc(/C=N/NS(=O)(=O)c2ccc(Cl)cc2)c1C	3	104	1	1	-1	-0.3	-0.7	-2	0	-4
CSc1nc(Cl)cc(N(CCO)CCO)n1	32	·	1	1	-1	-5.8	-0.4	-4	-1	-5
O=c1c2c([N+](=O)[O-])cc([N+](=O)[O-])cc2sn1-c1ccc(Br)cc1	41	-121*	29	-9	0	1.0	-0.4	-2	·	3
CC1CC(C)CN(C(=O)CSc2nnc(-c3ccc(F)cc3)o2)C1 (stereo not given)	-6	107	-8	-4	·	-0.7	-0.3	2	·	-5
CCC(C)(C)NC(=O)CN(C(=O)C(=O)Nc1ccc2c(c1)OCCO2)C1CC1	16	98	-4	-1	-5	1.4	-2.2	1	-1	-3
Cn1c(=O)cc(SCC(=O)NCCCN2CCN(c3ccccc3F)CC2)c2ccccc21	22	·	-1	1	-1	-1.4	0.5	0	-2	-4
Cc1ccc(S(=O)(=O)N2[C@@H](c3ccccc3F)C(C(=O)O)=CC[C@H]2c2ccc(Cl)cc2)cc1	5	107	6	-7	4	2.3	-0.1	5	·	-9
CCC1Oc2ccccc2N(CC(=O)NC2CCCCC2C)C1=O (stereo not given)	1	·	0	-4	-2	0.0	-0.8	1	-2	-2
O=C(c1ccc(Cl)c(S(=O)(=O)N2CCCC2)c1)N1CCCCC1	-1	105	-2	0	-6	-0.2	-0.3	1	1	3
CCCNC(=O)c1onc(CSc2ccc(Cl)cc2)c1C(=O)NC(C)C	8	101	-6	1	-2	-1.2	-1.3	1	·	-1
COc1ccc(S(=O)(=O)N2CCOCC2)cc1NC(=O)CN1CCN(C)CC1	13	98	-1	1	2	-1.3	-1.6	-3	3	1
COc1cccc(CNn2cnnc2)c1OCc1ccccc1F	0	102	3	3	·	-0.5	-2.2	-1	-3	2
